Assay outcomes from PubChem BioAssay.
hIAP activ: human IAP activators, primary screen, biochemical, luminescence, uHTS. Intestinal-type alkaline phosphatase (Homo sapiens), P09923. purified human IAP, CDP-Star luminescence, 30 min; active compounds read high; 1 = vehicle-only enzyme, 0 = enzyme-free background. activation factor at 10 µM. 0.16% of 330,000 active. AID 2524, 2010;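 active = activation factor of the enzyme at least 2-fold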; also: the source names both 10 and 20 µM as test concentration; values of inactives mirror those of a sister screen read the other way
Target sequence (P09923 whole entry, looked up): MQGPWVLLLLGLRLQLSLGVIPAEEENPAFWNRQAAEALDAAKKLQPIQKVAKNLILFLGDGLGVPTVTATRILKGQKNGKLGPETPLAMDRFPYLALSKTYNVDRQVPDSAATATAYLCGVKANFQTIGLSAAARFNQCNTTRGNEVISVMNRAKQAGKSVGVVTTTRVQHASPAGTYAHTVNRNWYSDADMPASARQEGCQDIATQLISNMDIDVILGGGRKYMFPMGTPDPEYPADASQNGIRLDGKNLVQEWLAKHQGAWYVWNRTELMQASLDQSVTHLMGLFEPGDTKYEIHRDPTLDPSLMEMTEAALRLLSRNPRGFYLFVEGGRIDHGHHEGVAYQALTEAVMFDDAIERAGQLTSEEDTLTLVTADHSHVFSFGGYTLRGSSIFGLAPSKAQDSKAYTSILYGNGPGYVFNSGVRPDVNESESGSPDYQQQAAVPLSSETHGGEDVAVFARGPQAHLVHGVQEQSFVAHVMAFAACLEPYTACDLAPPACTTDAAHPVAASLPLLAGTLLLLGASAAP
APOBEC3A inh: APOBEC3A ssDNA deaminase inhibitors, primary screen, selectivity assay for APOBEC3G inhibitor project, biochemical, FAM/TAMRA oligo cleavage fluorescence. AID 493011, 2011. recombinant A3A, FAM/TAMRA ssDNA deamination fluorescence. inhibition, % at 20 µM. 0.41% of 330,000 active. DNA dC->dU-editing enzyme APOBEC-3A (Homo sapiens), P31941;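 active = at least 40% inhibition at 20 µM here, with at most 30% in a related deaminase screen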;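 also: plate controls were A3A with DMSO for no effect and wells lacking A3A enzyme for full effect; some results filed as inactive read as strong as hits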
A3G deaminase: APOBEC3G DNA deaminase inhibitors, primary screen, biochemical, fluorescence, single-stranded DNA substrate, uHTS | recombinant A3G, ssDNA deamination FAM/TAMRA fluorescence | AID 493012, 2011 | DNA dC->dU-editing enzyme APOBEC-3G (Homo sapiens), Q9HC16 | 0.28% of 330,000 active | inhibition, % at 20 µM;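 active = inhibition of at least 40% at 20 µM, with no more than 30% in the related APOBEC3A deaminase screen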;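 also: plate controls were DMSO wells with A3G for no effect and wells lacking A3G enzyme for full effect; some compounds called inactive have numbers as strong as hits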
Target sequence (Q9HC16 whole entry, looked up): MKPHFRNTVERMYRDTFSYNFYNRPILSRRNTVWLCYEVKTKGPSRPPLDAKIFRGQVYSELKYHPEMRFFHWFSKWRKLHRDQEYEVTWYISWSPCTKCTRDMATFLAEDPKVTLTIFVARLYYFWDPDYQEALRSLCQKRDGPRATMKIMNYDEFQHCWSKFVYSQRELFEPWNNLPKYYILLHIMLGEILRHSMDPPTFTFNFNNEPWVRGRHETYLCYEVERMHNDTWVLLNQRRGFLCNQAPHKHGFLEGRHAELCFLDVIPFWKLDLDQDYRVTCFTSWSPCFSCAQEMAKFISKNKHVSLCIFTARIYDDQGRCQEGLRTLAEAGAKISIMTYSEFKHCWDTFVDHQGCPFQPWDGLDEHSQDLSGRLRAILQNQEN
hIAP inh: human IAP inhibitors, primary screen, biochemical, luminescence, uHTS; 0.12% of 330,000 active; inhibition, % at 10 µM; Intestinal-type alkaline phosphatase (Homo sapiens), P09923; AID 2544, 2010; purified IAP, CDP-Star luminescence, 30 min;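 active = inhibition reaching a set limit with compound at 10 µM in the primary screen, cut at about 35% in these data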;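 also: plate controls were DMSO wells with enzyme for no effect and no-enzyme buffer wells for full effect; values of inactives mirror those of a sister screen read the other way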
MPTP block: mitochondrial permeability transition pore inhibitors, primary screen, biochemical, isolated mouse mitochondria, absorbance. 1.4% of 360,000 active. inhibition, % at 10 µM. Ca2+ swelling absorbance, 30 min. AID 602449, 2012;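 active = inhibition of 50% or more, scaled per plate between neutral and stimulator controls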;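 also: 0% = DMSO wells given calcium and 100% = 1 mM EGTA wells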
mIAP block: inhibitors of mouse IAP, primary screen, biochemical, luminescence, uHTS | 0.2% of 330,000 active | intestinal alkaline phosphatase [Mus musculus] | inhibition, % at 10 µM | purified mouse IAP, CDP-Star luminescence, 30 min;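 active = inhibition of at least 40% at 10 µM in the primary screen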;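 also: plate controls were DMSO with enzyme for no effect and no enzyme wells for full effect; values of inactives mirror those of a sister screen read the other way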
mIAP act: activators of mouse IAP, primary screen, biochemical, luminescence, uHTS. intestinal alkaline phosphatase [Mus musculus]. muIAP, CDP-Star luminescence, 30 min; active compounds read high; 1 = vehicle-only enzyme signal, 0 = enzyme-free wells. activation factor at 10 µM. 0.24% of 330,000 active. AID 2805, 2010;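 active = activation factor of at least 2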; also: the source names both 10 and 20 µM as test concentration; values of inactives mirror those of a sister screen read the other way
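Assay system: mouse IAP enzyme; reagent: chemiluminescent substrate CDP-Star; dosing: test compounds delivered from DMSO solution; schedule: 30 min at room temperature; measured by: luminescence from enzymatic CDP-Star hydrolysis; controls: DMSO-only wells and no-enzyme negative control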
MIN6 prolif: inducers of MIN6 beta-cell proliferation, primary screen, ATP luminescence, uHTS. 0.29% of 330,000 active. MIN6 cells proliferation, ATPlite luminescence, 48 h; cells starved in 0.2% serum; 100% = growth in 10% serum. AID 2380, 2010. proliferation, % at 10 µM;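 active = compounds whose signal lies at least 3.5 SD above the mean of all wells on their plate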;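 also: 0% = DMSO-treated cells in low-serum medium and 100% = 10% serum control; some compounds called inactive have numbers as strong as hits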
NR3A LBD binder: binders of NR3A ligand-binding domain, primary screen, biophysical, differential scanning fluorimetry, uHTS; 2.5% of 340,000 active; Tm shift relative to glycine control, % at 25 µM; Glutamate receptor ionotropic, NMDA 3A (GRIN3A) ligand-binding domain; NR3A LBD differential scanning fluorimetry, Tm shift; 0% = protein alone, 100% = glycine-bound protein;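 active = melting temperature shift of at least 10% of the positive control shift, at one fixed dose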
The depositor's hits bear a star; . = no result given.

Start of the listing, in advance, 6 compounds:
item	SMILES	hIAP activ	APOBEC3A inh	A3G deaminase	hIAP inh	MPTP block
1	O=C(Cc1ccc(Cl)cc1)NCc1ccccc1Cl	0.82	6	-1	18	-0.4
2	CCOc1ccccc1-n1c(N)c(C(N)=O)sc1=S	1.1	-2	-1	-8	3.3
3	CN1CCN(c2ccc(Nc3ccnc4cc(Cl)ccc34)cc2)CC1	1.1	1	-2	-11	3.2
4	O=[N+]([O-])c1cccc(-c2n[nH]c(=S)n2-c2ccccc2)c1	0.87	-3	22	13	.
5	CSC1=NC(NCCCO)c2c(sc3c2CC(C)(C)OC3)N1 (stereo not given)	1	1	0	-4	-1.1
6	Cc1nnc(NC(=O)c2ccncc2)s1	1.1	-4	-5	-15	0.3

item	mIAP block	mIAP act	MIN6 prolif	NR3A LBD binder
1	5	0.95	-2	-3
2	-2	1	-3	-1
3	8	0.92	-6	-2
4	3	0.97	-1	1
5	-2	1	-3	-3
6	-8	1.1	-3	1

The listing, from the first entry:
item	SMILES	hIAP activ	APOBEC3A inh	A3G deaminase	hIAP inh	MPTP block
1	O=C(Cc1ccc(Cl)cc1)NCc1ccccc1Cl	0.82	6	-1	18	-0.4
2	CCOc1ccccc1-n1c(N)c(C(N)=O)sc1=S	1.1	-2	-1	-8	3.3
3	CN1CCN(c2ccc(Nc3ccnc4cc(Cl)ccc34)cc2)CC1	1.1	1	-2	-11	3.2
4	O=[N+]([O-])c1cccc(-c2n[nH]c(=S)n2-c2ccccc2)c1	0.87	-3	22	13	.
5	CSC1=NC(NCCCO)c2c(sc3c2CC(C)(C)OC3)N1 (stereo not given)	1	1	0	-4	-1.1
6	Cc1nnc(NC(=O)c2ccncc2)s1	1.1	-4	-5	-15	0.3
7	NC(=O)C1(N2CCCCC2)CCN(Cc2nc(-c3cccs3)no2)CC1	0.9	-1	-4	10	2.3
8	COC(=O)C1=C(O)/C(=C\c2sccc2C)N=C1C	0.8	-2	-1	20	-0.7
9	CCCn1c(=O)c(C(=O)NCc2ccccn2)c(O)c2ccccc21	1.1	-3	-4	-14	0.7
10	O=C(CN1CCN(c2ccc(O)cc2)CC1)NC(=O)NCc1ccco1	1.1	7	25	-10	-0.2

item	mIAP block	mIAP act	MIN6 prolif	NR3A LBD binder
1	5	0.95	-2	-3
2	-2	1	-3	-1
3	8	0.92	-6	-2
4	3	0.97	-1	1
5	-2	1	-3	-3
6	-8	1.1	-3	1
7	2	0.98	-1	2
8	-2	1	-2	-3
9	19	0.81	-4	3
10	-2	1	-4	0

Other compounds:
item	SMILES	hIAP activ	APOBEC3A inh	A3G deaminase	hIAP inh	MPTP block
11	CCOCCCNC(=O)CN1CCN(Cc2ccccc2C)C1=O	1	-1	-9	0	-0.8
12	O=C1c2c(Br)c(Br)c(Br)c(Br)c2C(=O)N1c1ccccn1	1	-7	-12	-4	1.4
13	CCN(CC)C(=O)N1CCN(S(=O)(=O)c2ccc(C)cc2)CC1	0.87	-2	-8	13	0.1
14	CC(=O)N1CCN(c2ccc(NC(=S)NC(=O)/C=C/c3ccccc3)cc2)CC1	0.99	-3	-9	1	.
15	COc1ccc(C(=O)O/N=C(\N)c2ccccn2)cc1	0.83	-1	-3	17	1.3
16	CCCCn1c(=O)cc(O)c2ccccc21	0.94	1	0	6	-1.1
17	CC(C)(C)c1ccccc1OCC(=O)Nc1ncn[nH]1	1.8	-1	-1	-84	0.1
18	CC(=O)Nc1ccc(NC2=Nc3ccccc3N3C2=Nc2c(c(C)nn2-c2ccccc2)C3c2ccccc2)cc1 (stereo not given)	0.93	0	3	8	2.3
19	COC(=O)C1=CN(Cc2ccc(OC)cc2)C=C(C(=O)OC)C1c1cccs1	1.1	0	-4	-12	1.2
20	Cc1ccc(C(=O)CSc2nc3cc(S(=O)(=O)N4CCOCC4)ccc3o2)cc1	1.1	-9	-6	-12	-1.3

item	mIAP block	mIAP act	MIN6 prolif	NR3A LBD binder
11	10	0.9	1	3
12	-1	1	-5	-1
13	8	0.92	1	0
14	7	0.93	0	.
15	-2	1	-4	0
16	0	1	-2	-1
17	-8	1.1	-2	1
18	3	0.97	-1	8
19	-10	1.1	-3	1
20	14	0.86	-2	2

Further results follow.
item	SMILES	hIAP activ	APOBEC3A inh	A3G deaminase	hIAP inh	MPTP block
21	Cc1cccc(/C(N)=N/OC(=O)N2c3ccccc3Sc3ccccc32)c1	0.98	-1	2	2	0.2
22	Cc1cccc(CCNC(=O)C2CCN(S(=O)(=O)c3c(C)noc3C)CC2)c1	0.88	0	-3	12	-0.9
23	O=C(O)c1ccn[nH]1	1	2	-7	0	-1.0
24	Cc1cc(NS(=O)(=O)c2ccc(NC(=O)CN3C(=O)c4ccccc4C3=O)cc2)nc(C)n1	1.1	1	-2	-9	-1.0
25	C[C@H](NC(=O)c1cc2c(cn1)[nH]c1ccccc12)C(=O)O	1.1	2	37	-11	0.1
26	Cc1ccc(CC(=O)Nc2cc([N+](=O)[O-])ccc2F)cc1	0.93	-3	-9	7	1.2
27	Cc1ccccc1CSc1nn2c(=O)c(C)nnc2s1	0.9	2	-5	10	-1.4
28	CCC(C)(C)NC(=O)CN(C(=O)CCC(=O)Nc1cc(C)ccn1)c1ccc2c(c1)OCO2	1	-2	-5	-2	-3.7
29	Cc1ccc(/C=N/NC(=O)c2nnn(-c3nonc3N)c2CN(C)c2ccccc2)s1	1.3	-1	2	-31	-2.4
30	COCCNC(=O)C(c1ccc(O)cc1)N(C(=O)CCC(=O)Nc1nccs1)c1cccc(C)c1 (stereo not given)	1.2	-4	-10	-22	-0.1

item	mIAP block	mIAP act	MIN6 prolif	NR3A LBD binder
21	-14	1.1	-3	-15
22	-3	1	2	0
23	10	0.9	-1	-1
24	-6	1.1	4	2
25	12	0.89	-4	6
26	10	0.9	1	-4
27	2	0.98	1	0
28	-1	1	0	0
29	4	0.96	-1	18*
30	6	0.94	-1	-1

Following part:
item	SMILES	hIAP activ	APOBEC3A inh	A3G deaminase	hIAP inh	MPTP block
31	COc1ccc(-n2ccnc2SCC(=O)NC2CCCC2)cc1	0.92	-3	-4	8	0.5
32	COc1ccccc1NC(=O)Oc1cccc(OC(=O)c2ccccc2)c1	1.1	-6	-8	-12	0.4
33	O=[N+]([O-])c1ccc(Cl)c(/C=N/N2CCN(c3ccccc3)CC2)c1	1.2	-2	-5	-17	3.0
34	Cc1cc(C(F)F)n2ncc(C(=O)NCc3ccccc3F)c2n1	1.1	0	-1	-6	1.3
35	CCCc1ccccc1OCCNS(=O)(=O)c1cc2c(cc1C)OCC(=O)N2	0.85	-1	-2	15	9.7
36	CCOc1ccc(CNC(=O)CCS(=O)(=O)c2ccc3c(c2)oc(=O)n3C)cc1	1.2	-5	-8	-16	-0.1
37	COc1ccc(NC(=O)C2CCN(S(=O)(=O)c3cccc4cccnc34)CC2)cc1	0.96	-3	0	4	-1.8
38	CCOC(=O)c1cc(-c2csc(N/N=C/c3ccccc3Cl)n2)on1	0.91	5	-4	9	13
39	COCCN1CN=C(NS(=O)(=O)c2ccc(C)cc2)NC1	0.83	-5	-7	17	-1.1
40	Nc1cc(Cl)ccc1C(=O)OCC(=O)N1CCCC1	1.1	1	-4	-6	0.0

item	mIAP block	mIAP act	MIN6 prolif	NR3A LBD binder
31	-8	1.1	-2	0
32	6	0.94	-3	5
33	-2	1	-1	-6
34	3	0.97	1	-1
35	3	0.97	-3	-4
36	-1	1	-3	2
37	2	0.98	3	-5
38	7	0.93	-3	-2
39	4	0.96	-1	0
40	-3	1	-3	0

The listing continues:
item	SMILES	hIAP activ	APOBEC3A inh	A3G deaminase	hIAP inh	MPTP block
41	COC(=O)[C@H](CCSC)NC(=O)Nc1cc(C)ccc1C	1.2	-5	-7	-15	-2.5
42	CCN(C(=O)CSc1nncn1-c1ccccc1)c1c(N)n(Cc2ccccc2)c(=O)[nH]c1=O	0.95	27	-3	5	0.4
43	CCCc1noc2c1C(c1cc(Br)ccc1F)C(C#N)=C(N)N2 (stereo not given)	1.2	4	-6	-20	-2.7
44	O=C(c1cccc(F)c1)N1CCN(c2cccc(C(F)(F)F)c2)CC1	0.93	-2	3	7	0.0
45	CCc1ccc(-c2cc(C)no2)cc1S(=O)(=O)N1CCN(c2ccccn2)CC1	1.1	-2	-6	-13	-0.2
46	OC(CCc1ccncc1)COc1ccccc1 (stereo not given)	1	0	2	-2	-2.2
47	O=C(NCc1ccco1)C1CCN(C(=O)c2ccc(Cl)cc2Cl)CC1	0.89	0	0	11	0.1
48	CC(C)(C)c1ccc(OCC(=O)N/N=C/C2CC=CCC2)cc1 (stereo not given)	0.89	-3	22	11	-0.5
49	COc1ccc(N(CC(=O)NCCC2=CCCCC2)S(=O)(=O)c2ccc(C)cc2)cc1	0.98	1	-3	2	.
50	CCOC(=O)c1cc(C#N)c(SCc2cccc3ccccc23)nc1C	0.97	0	-6	3	2.0

item	mIAP block	mIAP act	MIN6 prolif	NR3A LBD binder
41	2	0.98	-5	2
42	-1	1	1	9
43	-6	1.1	0	-9
44	-1	1	-3	1
45	6	0.94	-2	-3
46	-3	1	0	1
47	1	0.99	0	-1
48	-25	1.2	-2	-2
49	-10	1.1	0	.
50	3	0.97	-2	-1

The order is random. About 5% of those tested had a hit in this group.
